Screening results (PubChem BioAssay)
GSK3B inh = human GSK3beta kinase inhibitors, primary screen, biochemical, cell-free homogeneous, HTS; GST-GSK3beta kinase, ADP-Glo luminescence, 60 min; hits give low values; activity score (negative = inhibition), % at 10 µM; 300,000 tested, 0.038% active;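 active = more than half of replicate wells score below -50%, meaning over 50% inhibition versus plate controls; inconclusive = some replicates but at most half score below -50%; inactive = no replicate scores below -50%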;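 note: 0% = median DMSO wells and -100% = median GW8510 positive control wells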
Target sequence (P49841 whole entry, looked up): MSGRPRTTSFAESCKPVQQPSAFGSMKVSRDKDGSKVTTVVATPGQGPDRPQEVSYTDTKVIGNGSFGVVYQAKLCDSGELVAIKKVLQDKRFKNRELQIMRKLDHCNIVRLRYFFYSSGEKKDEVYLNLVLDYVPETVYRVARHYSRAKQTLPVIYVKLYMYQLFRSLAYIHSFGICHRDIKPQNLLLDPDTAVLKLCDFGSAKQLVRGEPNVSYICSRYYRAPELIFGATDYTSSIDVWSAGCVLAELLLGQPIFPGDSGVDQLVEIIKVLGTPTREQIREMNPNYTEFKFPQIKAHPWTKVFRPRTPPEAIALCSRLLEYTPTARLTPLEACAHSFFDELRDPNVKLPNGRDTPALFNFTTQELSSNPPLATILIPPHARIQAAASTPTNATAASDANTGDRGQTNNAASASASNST
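Test system: GST-tagged human GSK3beta kinase, cell-free; evaluation: activity score scaled between in-plate DMSO and GW8510 controls; measured by: ADP-Glo luminescence; incubation: 60 min reaction, RT; benchmarks: DMSO and 20 µM GW8510; reagent: peptide substrate plus 25 µM ATP (final); medium: Tris/MgCl2 kinase buffer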
AI-2 QS mod = Vibrio harveyi AI-2 quorum sensing modulators, primary screen, JMH597 strain, luminescence/OD600 ratio | AID 2094, 2009 | Vibrio harveyi JMH597 AI-2 luminescence/OD600 ratio, 9 h; hits give low values; strain lacks LuxN and CqsS sensors; 0 = neutral-control median | 300,000 tested, 0.4% active | activity change, % at 7.5 µM; in the data active = activity change below about -75%, passing the limit was not always enough; inconclusive = no clear call, values can overlap the other calls;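 note: luminescence divided by OD600 gain over 9 h not by final OD600 alone; inactives centre near 13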
aSyn 5UTR inh = MLPCN primary screen, SNCA 5' untranslated region. alpha-synuclein 5'UTR reporter, inhibitor activity. inhibition, % (tested at 7.5 µM). 300,000 tested, 0.82% active. AID 1813, 2009; in the data active = inhibition above about 60%; inconclusive = no clear call, values can overlap the other calls;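 note: H4 neuroglioblastoma cells stably carrying SNCA 5'UTR luciferase fusion; 0% = DMSO wells and 100% = positive control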
HSF-1 act = HSF-1 activators, primary screen, NIH3T3-HGL cells, MG132 stress, luminescence, single point. NIH3T3-HGL HSF-1 luciferase reporter, 8 h; 100% = twice DMSO control signal. activation, % at 9 µM. 300,000 tested, 1.7% active;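 active = mean replicate activation of at least 50% with a set share of replicates each reaching 50%; inconclusive = only one of those two conditions met; inactive = mean below 50% and too few replicates reaching it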;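 note: 0% = median of the neutral control wells and 100% = twice that signal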
HSP90 refold inh = HSP90 inhibitors, primary screen, cell lysate, luminescence; inhibition, % at 5.6 µM; AID 1789, 2009; Rabbit reticulocyte lysate, luciferase refolding luminescence, 3 h; Heat shock protein HSP 90 (rabbit reticulocyte lysate; luciferase refolding); 290,000 tested, 0.91% active;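 active = inhibition above the screen-wide mean plus 3 SD, computed separately per campaign, cut at about 16% in these data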;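 note: 0% = DMSO wells and 100% = 60 µM geldanamycin wells; inhibitors lower the luminescence because luciferase stays unfolded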
KLF5 inh = KLF5 expression inhibitors, primary screen, DLD-1 cells, luminescence; inhibition, % at 5 µM; DLD-1 KLF5 promoter-luciferase reporter; 290,000 tested, 0.23% active;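 active = inhibition above a per-plate limit of that plate's mean compound inhibition plus 3 SD, cut at about 60% in these data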;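 note: 0% = DMSO wells and 100% = LY294002 at 200 µM; higher means less KLF5 promoter-driven luciferase light; inactives centre near -14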
IEC-6 cytotox = cytotoxicity in IEC-6 intestinal epithelial cells, primary screen, cytotoxicity control for KLF5 inhibitor project, cell-based, luminescence. AID 1825, 2009. 290,000 tested, 0.78% active. IEC-6 cytotoxicity, luminescence viability. inhibition, % at 5 µM; in the data active = inhibition above about 22%;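 note: 0% = plate median of test compound wells and 100% = cytotoxic reference compound wells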
GSK3 alpha inh = blockers of GSK3A enzyme activity – biochemical, luminescence, cell-free homogeneous, HTS, primary screen; Glycogen synthase kinase-3 alpha (Homo sapiens), P49840; AID 2650, 2010; 320,000 tested, 0.1% active; GSK-3 alpha kinase, ADP-Glo luminescence, 60 min; inhibition, % at 10 µM;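 in the data active = inhibition above about 50%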;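 note: GST-tagged GSK-3 alpha with peptide substrate and 25 µM ATP; 0% = DMSO neutral wells and 100% = GW8510 positive control wells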
Target sequence (P49840 whole entry, looked up): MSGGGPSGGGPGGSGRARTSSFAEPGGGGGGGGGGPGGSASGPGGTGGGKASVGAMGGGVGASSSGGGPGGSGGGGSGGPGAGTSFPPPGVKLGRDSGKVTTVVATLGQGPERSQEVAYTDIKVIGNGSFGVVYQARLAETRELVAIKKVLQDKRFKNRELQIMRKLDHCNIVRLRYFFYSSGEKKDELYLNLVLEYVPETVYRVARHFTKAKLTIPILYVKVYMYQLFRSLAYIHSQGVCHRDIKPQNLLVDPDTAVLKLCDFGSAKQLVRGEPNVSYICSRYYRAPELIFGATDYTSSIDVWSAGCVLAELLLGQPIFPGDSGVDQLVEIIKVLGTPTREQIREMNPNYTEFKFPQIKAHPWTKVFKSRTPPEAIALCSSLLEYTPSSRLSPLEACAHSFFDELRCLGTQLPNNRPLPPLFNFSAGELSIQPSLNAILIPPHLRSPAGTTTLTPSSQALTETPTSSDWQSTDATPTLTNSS
HIF act = HIF pathway transcriptional activators, primary screen, cell-based, U2OS HRE-luciferase, luminescence; U2OS HRE-luciferase reporter; normalized: DMSO 0%, desferrioxamine 100%; activation, % at 7.5 µM (by protocol); 300,000 tested, 0.32% active; AID 1910, 2009;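 active = mean activation of at least 10% of the iron chelator positive control signal, with at least half of replicates also reaching 10%; inconclusive = mean and replicate majority disagree about reaching 10%; inactive = mean and most replicates under 10%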
HSF1 inh = HSF1 inhibitors in luciferase reporter cells, primary screen, cell-based, NIH3T3, luminescence; NIH3T3-HGL HSE-luciferase, MG132-induced, luminescence 8 h; hits give low values; activity change, negative = inhibition, % at 7.5 µM (by protocol); 300,000 tested, 0.77% active; AID 2098, 2009;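 active = more than half of replicate wells show activity change below -50%, luminescence cut by over half; inconclusive = some wells, but at most half, below -50%; inactive = no replicate well below -50%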;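 note: luciferase reports HSF-1 transcriptional activity via heat shock element; 0% = median of DMSO wells and -100% = zero luminescence signal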
Starred values were filed as active, the others as inactive; ? = inconclusive; · = no result given.

SMILES	GSK3B inh	AI-2 QS mod	aSyn 5UTR inh	HSF-1 act	HSP90 refold inh	KLF5 inh	IEC-6 cytotox	GSK3 alpha inh	HIF act	HSF1 inh
COc1nc(Nc2ccc(O)cc2)nc(OC(C(F)(F)F)C(F)(F)F)n1	-2	4	7	8	3	19	1	0	-0.6	-3
Cc1csc(NC(=O)CCC(=O)N(CC(=O)NC2CCCC2)Cc2ccccc2)n1	1	3	2	8	-1	-20	-3	-2	-0.6	2
CC(C)(C)NC(=O)CSc1nccn1Cc1ccccc1	1	6	21	-15	-3	0	-6	-4	-0.5	-8
c1cc2ccc3ccc(-n4cnnn4)c4ccc(c1)c2c34	-4	-5	-15	-3	0	-39	2	0	-2.6	-6
CCOC(=O)c1c(C)[nH]c(C(=O)OCC(=O)N(C)CC(=O)Nc2ccccc2Cl)c1C	·	·	9	-49	·	·	·	1	-0.1	-32
O=C(CSc1cccc[n+]1[O-])Nc1ccc2c(c1)OCCO2	2	17	-15	-4	2	-47	-5	0	1.2	-17
Cn1c(/N=C/c2cc(Cl)ccc2O)nc2ccccc21	-1	7	1	-3	-1	3	-3	0	0.1	-1
O=C(O)c1ccc(N/N=C/c2ccc(OC(=O)c3cccc(Cl)c3)cc2)cc1	-1	10	76*	-59	43*	-15	-2	0	-3.6	?
CC1CCN(C(=O)C2CCN(S(=O)(=O)c3cc(Cl)ccc3Cl)CC2)CC1	1	5	6	6	1	-12	2	-3	0.1	0
COc1ccc(C(C(=O)NCC2CCCO2)N(Cc2ccccc2)C(=O)c2snc(C(N)=O)c2N)cc1OC (stereo unspecified)	3	3	12	-2	-4	-10	-4	-2	0.1	-8
O=C(NC(=S)N(Cc1ccccc1)c1ccccn1)C1CC1	4	0	-9	2	2	-3	-9	·	0.5	1
CCOC(=O)N1CCN(C(=O)CS(=O)(=O)c2cn(Cc3ccc(F)cc3)c3ccccc23)CC1	-5	10	-1	96*	·	·	·	-1	-0.2	70
CCOc1ccccc1NC(=S)N1CCN(c2cccc(C)c2C)CC1	-3	3	-12	-7	2	-22	0	1	0.5	-13
O=C(Nc1cccc(Cl)c1)c1cccc(N2C(=O)C3CC=CCC3C2=O)c1 (stereo unspecified)	4	-19	-7	49	-4	-32	-5	-2	0.4	11
CCOC(=O)C1CCN(C(=O)c2oc3ccc(S(=O)(=O)N4CC(C)CC(C)C4)cc3c2C)CC1 (stereo unspecified)	2	10	42	-9	2	-9	-9	-3	-0.8	-7
Cc1ccc2nc(-c3ccc(SCC(=O)O)nc3)[nH]c2c1	-3	0	18	-21	9	-88	6	2	2.3	-7
O=C(NCCN1CCOCC1)C12CC3CC(C1)CC(c1ccccc1)(C3)C2	2	9	24	18	3	-23	-5	-1	-0.3	5
NCC12CC3CC(CC(O)(C3)C1)C2	2	10	-2	-21	-2	-8	0	-4	0.0	-3
CC(=O)c1ccc(N2C(=NC(=O)C(C)C)SC3CS(=O)(=O)CC32)cc1 (stereo unspecified)	1	32	3	-10	0	-1	3	-6	-0.9	-1
Cc1ccc(C)c(N2C(=O)C3C4C=CC(CC4)C3C2=O)c1 (stereo unspecified)	1	4	12	-8	-2	-2	-4	-7	-3.1	-3
C/C(=N\NC(=O)c1ccc(COc2ccccc2)cc1)c1ccncc1	-10	11	-7	-35	-1	-36	-2	0	-0.2	-23
O=S(=O)(c1ccc(F)cc1)N1CCC(N2CCCC2)CC1	·	·	·	·	-3	5	-4	-2	·	·
CC(=O)C1=C(O)C(=O)N(c2ccc(C(=O)O)cc2)C1c1ccc([N+](=O)[O-])cc1 (stereo unspecified)	-3	34	5	8	-5	3	-8	-2	-8.1	-3
C/C(=N\NC(=O)CN1CCN(Cc2ccccc2)CC1)c1cccs1	1	24	-10	-61	-1	-20	-10	-2	0.0	-49
CCN(CC)S(=O)(=O)c1ccc(NC(=O)C2CCCO2)cc1 (stereo unspecified)	2	4	10	5	3	19	7	0	-1.2	5

The final three records of the part above open the next one.
SMILES	GSK3B inh	AI-2 QS mod	aSyn 5UTR inh	HSF-1 act	HSP90 refold inh	KLF5 inh	IEC-6 cytotox	GSK3 alpha inh	HIF act	HSF1 inh
CC(=O)C1=C(O)C(=O)N(c2ccc(C(=O)O)cc2)C1c1ccc([N+](=O)[O-])cc1 (stereo unspecified)	-3	34	5	8	-5	3	-8	-2	-8.1	-3
C/C(=N\NC(=O)CN1CCN(Cc2ccccc2)CC1)c1cccs1	1	24	-10	-61	-1	-20	-10	-2	0.0	-49
CCN(CC)S(=O)(=O)c1ccc(NC(=O)C2CCCO2)cc1 (stereo unspecified)	2	4	10	5	3	19	7	0	-1.2	5
COc1ccc(CN2CCCCCC2)cc1	3	7	-6	6	0	-29	-2	3	-15	-4
O=S(=O)(Nc1ccc2c(c1)OCCO2)c1ccc(F)cc1	3	-4	-15	-1	0	10	-1	1	-0.2	4
CCCN1CCC(NC(=O)CC2C(=O)NCCN2Cc2ccccc2C)CC1 (stereo unspecified)	-7	-3	-5	7	-4	-4	-7	0	0.1	-6
Cc1ccc(CSCCC(=O)NCCc2ccc(Cl)cc2)cc1	-2	14	-14	-12	-4	-15	-6	-1	-0.1	2
O=S(=O)(NCc1cccnc1)c1cccc2cccnc12	5	22	6	5	5	-2	5	-3	0.5	-5
Cc1sc2nc(C(C)Nc3ccccc3N3CCOCC3)[nH]c(=O)c2c1C (stereo unspecified)	-6	31	25	-30	2	4	-3	-3	1.4	-27
CC(C)CCN(C(=O)CCSc1ccc(F)cc1)c1c(N)n(Cc2ccccc2)c(=O)[nH]c1=O	-2	20	13	12	·	·	·	-1	0.2	4
Cc1nnc(SCC(=O)Nc2ncc(Cc3ccc(F)cc3)s2)n1N	0	11	-16	2	2	-15	-5	-5	0.2	9
CC1S/C(=N/N=C/c2cccs2)NC1=O (stereo unspecified)	2	21	-56	-2	-3	-33	3	-2	0.2	-3
O=C(c1cc(COc2ccc(F)cc2F)on1)N1CCCC(c2ccccc2)C1 (stereo unspecified)	-25	53	-35	9	1	-4	-3	0	0.9	5
Cc1ccc(NC(=O)COC(=O)C2CC2C)c(S(=O)(=O)N2CCCCC2)c1 (stereo unspecified)	1	39	5	-7	2	-26	3	-1	0.0	-2
O=C(CSc1ccc2nnc(-c3ccccn3)n2n1)Nc1ccccc1F	0	5	16	9	0	-5	2	0	0.1	-3
FCCCOc1ccc(-c2nccc(-c3ccc(F)cc3)n2)cc1	17	13	-16	19	0	-2	10	-7	1.1	19
Cc1ccccc1N(C(=O)CS(=O)CC(=O)Nc1ccc(F)cc1)C(C)C(=O)NC(C)(C)C (stereo unspecified)	5	16	-7	-8	-5	15	-5	-2	-2.2	-1
COc1ccc(C(=O)/C=C/Nc2c(C)n(C)n(-c3ccccc3)c2=O)c(OC)c1	2	18	2	1	-4	-30	0	-2	-0.3	6
COc1ccccc1OCc1cc(C(=O)N2CCN(C)C(c3ccccc3)C2)no1 (stereo unspecified)	1	1	-8	-14	2	-36	-1	1	-0.5	-6
CC(C)OC(=O)Cn1cnc2ccc(Br)cc2c1=O	0	4	-29	31	-4	-35	2	1	1.1	9
COc1nnc(-c2ccc(N3CCOCC3)c(NC(=O)c3ccccc3)c2)c2ccccc12	1	18	19	37	1	-17	7	4	-0.5	12
Cn1c(Cl)c(/C=N/OC(=O)c2ccccc2Cl)c2ccccc21	2	31	-21	34	1	1	0	-4	0.4	5
Clc1ccc(CN2CCN(/N=C/c3cccnc3)CC2)cc1	3	26	22	6	-2	-22	6	0	-0.2	4
Cc1ccc(NC(=O)c2nc[nH]c2C(=O)NCC(=O)OC(C)(C)C)cc1	-5	5	13	-14	·	·	·	3	0.1	0
CCCC(=O)N(CCN(C(=O)CCC)c1ccccc1)c1ccccc1	3	16	8	-17	9	-3	0	-4	-0.4	6
CC(C)CCNCC(O)CON=C1c2ccccc2-c2ccccc21 (stereo unspecified)	-1	13	86*	-2	-2	-51	-1	3	-7.5	2
Cc1cc(S(=O)(=O)N2CCOCC2)ccc1NC(=O)c1ccc(F)cc1	3	-4	14	-8	1	-39	7	-2	0.7	-10
O=S(=O)(NCCSc1ccccn1)c1ccc(Br)cc1	2	1	12	-14	1	-23	-1	-4	-0.2	-4
NNC(=O)CS(=O)(=O)CS(=O)(=O)CC(=O)NN	2	-2	-36	-26	0	0	-2	2	-0.6	-13
CCN1C(=O)[C@H]2[C@@H](c3ccc(-c4ccc(OC)cc4)cc3)N[C@@](Cc3ccccc3)(C(=O)OC)[C@H]2C1=O	1	39	0	22	·	·	·	-5	1.3	16
O=C(Nc1ccc2c(c1)C(=O)OC2)c1ccc(Cl)cc1	-7	12	-35	?	1	-28	-2	-2	1.1	15

Compound profiles, from the list above.
Listed for CC(C)CCN(C(=O)CCSc1ccc(F)cc1)c1c(N)n(Cc2ccccc2)c(=O)[nH]c1=O = GSK3B inh: -2; AI-2 QS mod: 20; aSyn 5UTR inh: 13; HSF-1 act: 12; HSP90 refold inh: ·; KLF5 inh: ·; IEC-6 cytotox: ·; GSK3 alpha inh: -1; HIF act: 0.2; HSF1 inh: 4
Listed for O=C(c1cc(COc2ccc(F)cc2F)on1)N1CCCC(c2ccccc2)C1 (stereo unspecified) = GSK3B inh: -25; AI-2 QS mod: 53; aSyn 5UTR inh: -35; HSF-1 act: 9; HSP90 refold inh: 1; KLF5 inh: -4; IEC-6 cytotox: -3; GSK3 alpha inh: 0; HIF act: 0.9; HSF1 inh: 5
